NPSR antag: qHTS Assay for Antagonists of the Neuropeptide S Receptor: cAMP Signal Transduction | Q6W5P4 | CHO-NPSR cells, cAMP TR-FRET, antagonist mode | Potency, µM (titrated, usually from 38.3 µM), inactives show at the top dose activity change, negative = inhibition, actives largely listed as inhibitors | hit rate 1% among 220,000; note: potency is the fitted concentration of half-maximal effect; % is set by controls: 0 for no effect and ±100 for the full control effect; nearly all actives have a fitted effect of over 50% in size; many of its hits are not listed in these tables
Target sequence (Q6W5P4 whole entry, looked up): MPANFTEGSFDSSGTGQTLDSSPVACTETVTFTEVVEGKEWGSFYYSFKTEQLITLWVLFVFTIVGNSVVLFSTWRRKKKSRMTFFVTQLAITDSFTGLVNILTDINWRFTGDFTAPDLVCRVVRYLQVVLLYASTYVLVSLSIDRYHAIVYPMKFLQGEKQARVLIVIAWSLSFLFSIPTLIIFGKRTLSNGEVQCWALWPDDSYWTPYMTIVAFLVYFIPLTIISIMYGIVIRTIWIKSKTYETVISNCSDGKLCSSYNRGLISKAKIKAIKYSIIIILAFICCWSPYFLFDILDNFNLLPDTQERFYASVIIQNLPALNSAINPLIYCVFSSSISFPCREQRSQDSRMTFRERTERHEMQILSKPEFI
aGal spleen mod: qHTS Assay for Inhibitors and Activators of Human alpha-Galactosidase From Spleen Homogenate; hit rate 0.008% among 240,000; AID 2107, 2009; Potency, µM (titrated, usually from 80 µM), without a hit: top-dose activity change, negative = inhibition, usual class: inhibitors; human spleen homogenate, 4MU-alpha-Gal fluorescence, 40 min; Alpha-galactosidase A (Homo sapiens), P06280;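 note: potency is the fitted concentration of half-maximal effect; 0% = enzyme with vehicle and -100% = no enzyme basal signal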
Target sequence (P06280 32-429 limits assumed): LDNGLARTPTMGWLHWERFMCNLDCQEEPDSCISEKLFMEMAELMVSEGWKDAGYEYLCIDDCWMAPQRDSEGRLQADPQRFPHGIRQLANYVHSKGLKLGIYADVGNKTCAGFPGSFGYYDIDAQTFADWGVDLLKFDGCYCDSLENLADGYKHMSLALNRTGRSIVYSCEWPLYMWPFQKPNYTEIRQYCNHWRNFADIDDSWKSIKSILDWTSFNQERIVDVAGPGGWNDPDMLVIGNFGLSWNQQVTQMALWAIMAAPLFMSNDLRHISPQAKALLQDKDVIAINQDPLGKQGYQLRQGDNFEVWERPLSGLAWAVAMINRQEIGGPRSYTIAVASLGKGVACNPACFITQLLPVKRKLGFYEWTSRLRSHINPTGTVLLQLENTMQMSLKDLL
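Human spleen homogenate (1 ug) was the enzyme source, with 4-methylumbelliferyl-alpha-D-galactopyranoside (1 mM final) in pH 5.0 citrate buffer with 0.01% Tween-20. Compounds were titrated; after 40 min at 37C, NaOH/glycine stop, 4-MU fluorescence read; AC50 from Hill fits.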
Lamin A splicing: qHTS Assay for Modulators of Lamin A Splicing. AID 1487, 2009. HeLa LMNA splicing GFP/RFP minigene ratio, 48 h. hit rate 0.01% among 200,000. Potency, µM (titrated, usually from 46.1 µM), without a hit: at the top dose ratio change, negative = inhibition, most hits filed as inhibitors; active = well fitted inhibition curve with a large enough effect in the signal ratio, with a control signal flat, not every such curve was filed as active; inconclusive = small, poorly fitted or top-dose-only effect, or effect the other way, or a change in a side signal; the % refers to the signal ratio; note: potency is the fitted concentration of half-maximal effect; % is set by controls: 0 for no effect and ±100 for the full control effect
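Read-out is the ratio of GFP to DsRed2 object intensity, acquired by 488 nm laser-scanning cytometry on HeLa lamin A-EGFP minigene reporter cells. Compound incubation 48 hrs at 37 °C in Opti-MEM with 2% FBS; DMSO 0.5% final.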
Epigenetic derep: Quantitative High-Throughput Screen for Regulators of Epigenetic Control; murine LDR cells, GFP reporter derepression, 30 h; Potency, µM (doses to about 53.9 µM), inactives show top-dose GFP activation, usual class: activators; hit rate 0.2% among 280,000; AID 1865, 2009; note: potency is the fitted concentration of half-maximal effect; % of control where 0% means no effect; nearly all actives have a fitted effect of over 60% in size
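Derepression of a silenced CMV-GFP reporter in murine LDR cells is scored by enumerating GFP-positive cells with a laser-scanning microplate cytometer after 30 hours of treatment at 37 C.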
Luc counter: Counterscreen for Luciferase (Kinase-Glo TM) Inhibition | Luciferin 4-monooxygenase (Photuris pensylvanica), Q27757 | Potency, µM (doses to about 38.3 µM), without a hit: top-dose activity change, negative = inhibition, usual class: inhibitors | hit rate 0.28% among 200,000 | Kinase-Glo luciferase, ATP luminescence, 8 min; note: potency is the fitted concentration of half-maximal effect; % is set by controls: 0 for no effect and ±100 for the full control effect; nearly all actives have a fitted effect of over 60% in size
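Kinase-Glo luciferase light output from ATP and luciferin was measured with 10 uM ATP, within the enzyme's linear range. Buffer: 50 mM imidazole pH 7.2, 50 mM KCl, 7 mM MgCl2, 0.01% Tween 20, 0.05% BSA; luminescence read after 8 min at ambient temperature.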
IMPase Li cell: qHTS Assay for Identifying the Cell-Membrane Permeable IMPase Inhibitors: Potentiation with Lithium | CHO-M1 cells, IP1 TR-FRET (IP-One), carbachol + lithium | Potency, µM (series often up to 59.4 µM), for inactives: at the highest dose activity, negative = IMPase inhibition, most hits filed as inhibitors | hit rate 0.35% among 210,000;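 note: IP1 builds up when IMPase is blocked and the TR-FRET signal falls; potency is the fitted concentration of half-maximal effect; plate controls were basal vehicle for no effect and high inhibitor control for full effect; nearly all actives have a fitted effect of over 50% in size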
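Lithium-sensitised IP1 accumulation assay; M1-expressing CHO cells treated 30 min at 37C with compound. Competitive antibody detection by time-resolved FRET followed a 10 min room-temperature lysis step.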
CBFb RUNX1 block: qHTS Assay for Compounds Blocking the Interaction Between CBF-beta and RUNX1 for the Treatment of Acute Myeloid Leukemia; Runt-related transcription factor 1 (Homo sapiens) + Core-binding factor subunit beta …; AlphaScreen CBFb-His/RUNX1-biotin binding, biochemical; Potency, µM (series often up to 59.8 µM), for inactives: top-dose activity, negative = inhibition, hits mostly inhibitors; 230,000 tested, under 10 active; AID 1477, 2009; note: % of control where 0% means no effect
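Proteins preincubated together for 20 min at RT before compound addition; 15 min later, nickel and streptavidin beads were added and left 90 min prior to AlphaScreen measurement.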
Numbers without * were called inactive; ? = inconclusive; . = not tested or not shown; & = joins results of further samples; [ ] = dose if it differs, or a comment. Unless noted, calls come from the whole dose curve; as a rule, active = well fitted curve in the direction sought with a large enough effect; inconclusive = small, poorly fitted or top-dose-only effect, or another doubt; inactive = no such curve, though single readings can be large; an effect the other way counts as inactive or inconclusive. An excerpt; the hit share may differ from the screen's.

SMILES	NPSR antag	aGal spleen mod	Lamin A splicing	Epigenetic derep	Luc counter	IMPase Li cell	CBFb RUNX1 block
O=C(c1scc2c1CCCC2)N1CCOCC1	1%[46.1 µM]	7%	9%	-1.1%	-5%	-11%[38.3 µM]	4%
O=[N+]([O-])c1ccc(N2CCN(CCO)CC2)cc1NCc1ccco1	0%	-10%	-7%	-1.3%	-1%	5%	-9%
O=C(Oc1ccc(-c2cnc3ccccc3n2)cc1)c1ccco1	-6%[46.1 µM]	2%	-2%	-4.3%	?	-3%[38.3 µM]	5%
O=[N+]([O-])c1nn(-c2ccc(Cl)cc2)n(O)c1=NCc1ccccc1Cl	6%	-7%	.	0.0%	-4%	12%	-9%
O=S(=O)(c1ccc(F)cc1)N1CCC(N2CCCCCC2)CC1	-11%[46.1 µM]	-5%	1%	-0.9%	9%	-12%[38.3 µM]	1%
COc1ccc(NC(=O)C(c2ccccc2)N(C)C(=O)CNC(C)=O)cc1 (centres undefined)	?	-12%	4%	-0.9%	2%	15%[38.3 µM]	-1%
N#CCc1nc2c3c4c(sc3ncn2n1)CCCC4	-7%[46.1 µM]	2%	?	-1.4%	-1%	-4%[38.3 µM]	0%
CCc1ccc(NC(=O)C2CCCN2S(=O)(=O)c2ccc3c(c2)n(C)c(=O)c(=O)n3C)cc1 (centres undefined)	2%	-8%	.	0.1%&-1.5%	.	.	1%
CC1(C)C(=O)Nc2ccccc2N1C(=O)CSc1nnc2ccccn12	4%	2%	16%	0.0%	3%	3%	-17%
COc1cc(/C=C/[N+](=O)[O-])ccc1OCc1cccc(C(=O)O)c1	-59%	4%	?	15%	-7%	26%	.
COc1cc(OC)c(C2=NOC(C(=O)Nc3c(C)n(C)n(-c4ccccc4)c3=O)C2)cc1Cl (centres undefined)	-8%	10%	12%[46 µM]	1.1%	0%	2%	3%
Cc1ccc(S(=O)(=O)C(C#N)c2nc3ccccc3nc2OC(C)C)cc1 (centres undefined)	-10%[46.1 µM]	4%	18%	-3.0%	0%	6%[38.3 µM]	-7%

Some of the entries so far, bar-delimited.
canonical_smiles | NPSR antag | aGal spleen mod | Lamin A splicing | Epigenetic derep | Luc counter | IMPase Li cell | CBFb RUNX1 block
COc1cc(OC)c(C2=NOC(C(=O)Nc3c(C)n(C)n(-c4ccccc4)c3=O)C2)cc1Cl (centres undefined) | -8% | 10% | 12%[46 µM] | 1.1% | 0% | 2% | 3%
O=C(c1scc2c1CCCC2)N1CCOCC1 | 1%[46.1 µM] | 7% | 9% | -1.1% | -5% | -11%[38.3 µM] | 4%

The main list resumes, repeating the six entries before the break.
SMILES	NPSR antag	aGal spleen mod	Lamin A splicing	Epigenetic derep	Luc counter	IMPase Li cell	CBFb RUNX1 block
N#CCc1nc2c3c4c(sc3ncn2n1)CCCC4	-7%[46.1 µM]	2%	?	-1.4%	-1%	-4%[38.3 µM]	0%
CCc1ccc(NC(=O)C2CCCN2S(=O)(=O)c2ccc3c(c2)n(C)c(=O)c(=O)n3C)cc1 (centres undefined)	2%	-8%	.	0.1%&-1.5%	.	.	1%
CC1(C)C(=O)Nc2ccccc2N1C(=O)CSc1nnc2ccccn12	4%	2%	16%	0.0%	3%	3%	-17%
COc1cc(/C=C/[N+](=O)[O-])ccc1OCc1cccc(C(=O)O)c1	-59%	4%	?	15%	-7%	26%	.
COc1cc(OC)c(C2=NOC(C(=O)Nc3c(C)n(C)n(-c4ccccc4)c3=O)C2)cc1Cl (centres undefined)	-8%	10%	12%[46 µM]	1.1%	0%	2%	3%
Cc1ccc(S(=O)(=O)C(C#N)c2nc3ccccc3nc2OC(C)C)cc1 (centres undefined)	-10%[46.1 µM]	4%	18%	-3.0%	0%	6%[38.3 µM]	-7%
O=C1CCCN1c1ccc(Br)cc1	-2%[46.1 µM]	15%	-4%	0.7%	-3%	31%[activator][38.3 µM]	3%
CCCC1S/C(=N/N=C/c2ccc(OC)cc2)N(Cc2ccc(OC)cc2)C1=O (centres undefined)	?	-13%	1%	-2.3%	-3%	-1%[38.3 µM]	6%
COc1cc(/C=C(\C#N)c2nnc(N3CCOCC3)n2-c2ccccc2)ccc1O	-22%[46.1 µM]	0%	?	-0.9%	.	.	-1%
CC(=O)N(C)c1ccc(NC(=S)Nc2cccc3ccccc23)cc1	25%	3%	0%	-1.0%	-1%	1%	-17%
O=C(CCCSc1nc(-c2ccco2)cc(C(F)(F)F)n1)NCc1cccs1	?	5%	?	0.2%	-3%	-31%[38.3 µM]	0%
Cc1cc(C)nc(NC2=NCC(=O)N2CCc2c[nH]c3ccccc23)n1	1%[46.1 µM]	6%	0%	0.2%	-1%	12%[38.3 µM]	-14%
Cc1ccc(C2CC(c3ccc(C)cc3)n3nc(N)nc3N2)cc1 (centres undefined)	-14%[46.1 µM]	0%	-11%	-0.8%	3%	8%[38.3 µM]	2%
COc1ccccc1N1CN(Cc2ccccc2)CNC1=S	-7%	1%	.	-0.3%	.	.	?
CC(C)N(C)C1CCN(C(=O)Nc2ccc(Cl)cc2)CC1	11%[46.1 µM]	3%	6%	1.8%	-5%	5%[38.3 µM]	5%
COc1ccc(C2CC(=O)Oc3c(C(CCN4CCCCC4)c4ccc(N(C)C)cc4)c(OC)cc(OC)c32)cc1 (centres undefined)	-30%	-4%&3%	.	1.0%	.	.	?
CCn1c(SCc2nc3ccccc3c(=O)[nH]2)nnc1-c1cccnc1	-3%[46.1 µM]	4%	-5%	0.0%	0%	4%	6%
COc1ccccc1-c1cc(C(=O)N2CCCc3ccccc32)no1	-44%	3%	.	3.2%	2%	-2%	6%
Cc1ccc(C)c2[nH]c(=O)c(CN(Cc3ccco3)S(=O)(=O)c3ccc4c(c3)OCCO4)cc12	-23%[46.1 µM]	8%	?	-1.0%	2%	38%[activator][38.3 µM]	-18%
CCOC(=O)N1CCN(C(=O)CSCc2ccccc2Cl)CC1	-1%	-4%	-3%	-8.2%	-5%	-13%	6%
Cc1ccc(/C=C/C2=C[C@]3(C)C[C@]2(C)[C@H](c2ccc(C)cc2)CC3=O)cc1	.	6%	.	-0.3%	-2%	9%	-3%
C=CCn1c(COc2ccccc2F)nnc1SCC(=O)N1CC(=O)Nc2ccccc21	14%[46.1 µM]	-5%	-11%	0.9%	2%	19%[38.3 µM]	10%
O=S1(=O)C=C(SCc2ccc(Cl)c(Cl)c2)Nc2ccccc21	-10%[46.1 µM]	4%	1%	-1.1%	-2%	7%[38.3 µM]	2%
Cn1c(=O)c2c(nc(SCCCO)n2Cc2ccccc2Cl)n(C)c1=O	-6%[46.1 µM]	0%	10%	2.0%	-2%	12%[38.3 µM]	1%
CCOC(CCc1c(C)nc(NC(C)=O)[nH]c1=O)OCC	4%	6%	.	0.0%	.	.	3%
CC1(C(=O)NC(=S)NNC(=O)c2ccncc2)CCCCC1	-4%	-3%	?	?	5%	2%	-5%
Cc1c(NC(=O)c2ccc(N3C(=O)C4C5C=CC(C5)C4C3=O)cc2)c(=O)n(-c2ccccc2)n1C (centres undefined)	0%[46.1 µM]	-1%	10%	-1.5%	.	.	8%
CC(C)C(c1nnnn1Cc1ccccc1)N(CCCO)Cc1cc2cc3c(cc2[nH]c1=O)OCO3 (centres undefined)	?	16%	-6%	4.4%	1%	-15%[38.3 µM]	-5%
Cc1cccc(N2CCN(C(=O)CCNS(=O)(=O)c3ccc4c(c3)CCC(=O)N4)CC2)c1C	-8%[46.1 µM]	8%	?	2.7%	5%	25%[38.3 µM]	1%
CCn1c(SCc2cccnc2)nc2c1c(=O)n(C)c(=O)n2C	-4%[46.1 µM]	2%	-5%	1.2%	-1%	0%[38.3 µM]	1%
COC(=O)n1c(=O)oc2cc(S(=O)(=O)N3CCOCC3)ccc21	0%[46.1 µM]	-3%	-6%	-1.0%	3%	1%[38.3 µM]	7%
COCCCNC(=O)c1ccc(NS(C)(=O)=O)cc1	-3%[46.1 µM]	2%	-2%	0.2%	-2%	-7%[38.3 µM]	2%
Cc1ccccc1-n1c(Cn2c(=O)sc3ccccc32)nnc1SCC(=O)N1CCOCC1	0%[46.1 µM]	5%	3%	-1.3%	-3%	-3%[38.3 µM]	-2%
CC(=O)c1c(C)oc2ccc(O)c(CN3CCOCC3)c12	-12%[46.1 µM]	-3%	10%	1.1%	1%	1%[38.3 µM]	-5%
O=C(NCCCn1ccnc1)c1cc(-c2ccncc2)nc2ccccc12	7%	-1%	-1%[46 µM]	2.6%	2%	?	6%
CC(=O)O[C@@H]1[C@H]2[C@@H](C[C@@H](C)[C@@H]3CCC(=O)[C@@]13C)OC(=O)[C@@H]2C	16%	0%	.	-1.6%	.	.	5%
CC(=O)c1cc(CC=C(C)C)c(O)c(CC=C(C)C)c1O	-19%[46.1 µM]	-7%	4%	-1.4%	0%	2%[38.3 µM]	13%
CNC(=S)N/N=C/c1c(Cl)cccc1Cl	-10%	1%	14%	5.2%	1%	3%	7%
Cc1cc(C)n2nc(C(=O)NNC(=O)c3ccc(Cl)cc3)nc2n1	0%	-5%	.	-5.0%	.	.	15%
CC1=[N+](CC(=O)c2ccccc2)CCn2cccc21	-32%	5%	.	0.0%	-2%	12%	-23%
CCNS(=O)(=O)c1ccc2c(c1)NCC2	8%	0%	-10%	1.9%	0%	-5%	6%
COc1ccc(S(=O)(=O)Cc2ccc(C(=O)NCc3ccco3)o2)cc1	-11%[46.1 µM]	26%	-5%	0.0%	-1%	-2%[38.3 µM]	-3%
COc1ccc(CNC(=O)CCSCc2ccc(C)cc2)cc1	21%	1%	.	0.3%	0%	-4%	-6%
CCOc1ccc(CN2CCN(C(=O)c3ccccc3)CC2)cc1	2%[46.1 µM]	-4%	?	-1.1%	-6%	-4%[38.3 µM]	5%
COc1cc(NC(=O)c2c(F)c(F)c(F)c(F)c2F)c(OC)cc1Cl	?	-2%	?	3.2%	1%	26%[38.3 µM]	19%
CCOC(=O)c1sc(NC(=O)CSc2n[nH]c(-c3ccncc3)n2)c(C#N)c1C	-25%[46.1 µM]	-9%	?	3.4%	-4%	27%[38.3 µM]	2%
CCOc1ccc(NCCC#N)cc1	-5%[46.1 µM]	11%	-5%	0.0%	-2%	-7%[38.3 µM]	-4%

Screens (PubChem BioAssay)
